HP1b chromo inh = HTS for Inhibitors of HP1-beta Chromodomain Interactions with Methylated Histone Tails. AID 540317, 2011. Potency, µM (series often up to 114 µM), inactives show top-dose activity change, negative = inhibition, actives largely listed as inhibitors. Chromobox protein homolog 1 (Homo sapiens), P83916. hit rate 0.56% among 390,000. AlphaScreen HP1-beta / biotin-H3K9me3 peptide binding; also: potency is read from the fitted curve at half-maximal effect; nearly all actives have a fitted effect of over 70% in size; inactives centre near 23
Target sequence (P83916 whole entry, looked up): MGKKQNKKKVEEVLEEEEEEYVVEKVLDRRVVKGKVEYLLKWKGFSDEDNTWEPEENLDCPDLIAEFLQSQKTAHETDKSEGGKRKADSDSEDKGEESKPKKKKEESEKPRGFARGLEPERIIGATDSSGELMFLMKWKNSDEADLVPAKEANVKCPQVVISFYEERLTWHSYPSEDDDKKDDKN
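Compound inhibition of the preformed complex between 50 nM HP1-beta and 50 nM biotinylated H3K9me3 peptide was read by AlphaScreen. Buffer was PBS pH 7.4 with 0.01% Tween-20. Incubations ran 30 min at room temperature, with 10 ug/mL donor/acceptor beads.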
Tb PGK inh = qHTS Assay to Find Inhibitors of Phosphoglycerate Kinase; PGK/GAPDH coupled, Kinase-Glo luminescence, 60 min; Potency, µM (series often up to 57.5 µM), inactives show top-dose activity change, negative = inhibition, hits mostly inhibitors; hit rate 0.043% among 380,000; Phosphoglycerate kinase, glycosomal (Trypanosoma brucei brucei), P07378; AID 602233, 2012; also: potency is read from the fitted curve at half-maximal effect; % is scaled to controls: 0 for no effect and ±100 for the full control effect; nearly all actives have a fitted effect of over 60% in size
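Recombinant glycosomal PGK reaction used 1,3-bisphosphoglycerate generated in-well by GAPDH (100nM final) in 100mM TEA pH 7.6, 5mM MgCl2, 0.01% Tween-20. After 60 minutes at room temperature, ATP was read by Kinase-Glo Plus luminescence end-point.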
USP1-UAF1 inh = Inhibitors of USP1/UAF1: Primary Screen; recombinant USP1/UAF1, Ub-Rhodamine cleavage fluorescence; Potency, µM (top dose mostly 57.1 µM), inactives show top-dose activity change, negative = inhibition, hits mostly inhibitors; hit rate 0.23% among 390,000; AID 743255, 2014; also: potency is read from the fitted curve at half-maximal effect; % is scaled to controls: 0 for no effect and ±100 for the full control effect; nearly all actives have a fitted effect of over 60% in size; inactives centre near -12
Target sequence (O94782 whole entry, looked up): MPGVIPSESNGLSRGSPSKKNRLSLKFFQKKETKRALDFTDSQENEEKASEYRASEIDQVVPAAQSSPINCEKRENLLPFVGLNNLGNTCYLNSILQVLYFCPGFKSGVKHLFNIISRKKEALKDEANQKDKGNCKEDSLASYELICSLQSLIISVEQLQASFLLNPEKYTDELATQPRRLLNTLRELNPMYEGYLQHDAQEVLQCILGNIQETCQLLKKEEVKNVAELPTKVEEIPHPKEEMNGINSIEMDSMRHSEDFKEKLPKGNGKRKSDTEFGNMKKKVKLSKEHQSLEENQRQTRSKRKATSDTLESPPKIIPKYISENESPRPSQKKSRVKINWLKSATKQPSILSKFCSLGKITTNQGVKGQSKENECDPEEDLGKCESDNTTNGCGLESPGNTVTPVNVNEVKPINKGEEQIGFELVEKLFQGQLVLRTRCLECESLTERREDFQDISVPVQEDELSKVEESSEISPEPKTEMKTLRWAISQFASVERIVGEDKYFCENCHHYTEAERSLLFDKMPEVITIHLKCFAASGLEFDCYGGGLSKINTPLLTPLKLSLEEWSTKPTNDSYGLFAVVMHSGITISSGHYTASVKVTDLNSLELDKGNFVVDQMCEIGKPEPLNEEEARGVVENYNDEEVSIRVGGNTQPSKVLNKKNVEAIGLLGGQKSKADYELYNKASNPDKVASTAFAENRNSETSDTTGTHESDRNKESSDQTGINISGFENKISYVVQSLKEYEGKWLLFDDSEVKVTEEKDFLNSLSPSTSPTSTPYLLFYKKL
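USP1/UAF1 complex at 1 nM was preincubated with compound for 15 min at room temperature, then Ub-Rho substrate (150nM final) was added. Fluorescence (480/540 nm) was read kinetically, 6 reads every 60 seconds.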
GLS inh = qHTS for Inhibitors of Glutaminase (GLS). hit rate 0.21% among 410,000. Glutaminase kidney isoform, mitochondrial (Homo sapiens), O94925. Potency, µM (series often up to 45.5 µM), for the others: at the highest dose activity change, negative = inhibition, most hits filed as inhibitors. GLS enzymatic activity, qHTS titration. AID 624170, 2012; also: potency is read from the fitted curve at half-maximal effect; % is scaled to controls: 0 for no effect and ±100 for the full control effect
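Enzyme dispensed in phosphate buffer (45 mM, pH 8.2, 0.02% Tween-20), compounds pinned in, then 1 mM L-glutamine solution and the glutamate oxidase–HRP–Amplex Red mix added; fluorescence read immediately and again after 30 min at room temperature.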
TrxR1 substrate = qHTS Assay for Substrates of Mammalian Selenoprotein Thioredoxin Reductase 1 (TrxR1): qHTS; purified TrxR1 substrate turnover, NADPH consumption readout; Potency, µM (titrated, usually from 114 µM), inactives show at the highest dose activity change, negative = substrate turnover; hit rate 0.01% among 390,000; also: potency is read from the fitted curve at half-maximal effect; % is scaled to controls: 0 for no effect and ±100 for the full control effect; nearly all actives have a fitted effect of over 50% in size
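Rat TrxR1, dispensed at 90 nM, was prereduced with 400 uM NADPH (final) for 5 min at ~22 deg C, then incubated with compound 15 min before 400 uM selenite. A first-read NADPH fluorescence drop versus no-compound background flagged substrates.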
PI4K2A block = qHTS for small molecular inhibitors of PI4K2A; Phosphatidylinositol 4-kinase type 2-alpha (Homo sapiens), Q9BTU6; purified PI4K2A, ADP-Glo luminescence, 1 h; hits give low values; hit rate 0.13% among 420,000; activity change, negative = inhibition, % at 76.9 µM; in the data active = activity change below about -50%; inconclusive = mostly about -30% to -49%;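 also: -100% = wells without enzyme as full effect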
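PI4K2A activity was measured by ADP-Glo luminescence: enzyme (4 ug/mL stock) and phosphatidylinositol (1.2 mM stock) in Tris pH 7.5/MgCl2/EGTA/Triton X-100 buffer were reacted with ATP (300 microM stock) for one hour at ambient temperature.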
mIDH1 inhibitor = qHTS for Inhibitors of mutant isocitrate dehydrogenase 1 (IDH1): qHTS; AID 602179, 2012; IDH1-R132H enzyme, NADPH consumption, diaphorase/resazurin fluorescence; Isocitrate dehydrogenase [NADP] cytoplasmic (Homo sapiens), O75874; hit rate 0.093% among 390,000; Potency, µM (titrated, usually from 76.6 µM), without a hit: at the top dose activity change, negative = inhibition, hits mostly inhibitors; also: potency is read from the fitted curve at half-maximal effect; % is scaled to controls: 0 for no effect and ±100 for the full control effect; nearly all actives have a fitted effect of over 65% in size
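IDH1-R132H (0.5 ug/mL) preincubated 30 min with compound, then NADPH (0.016 mM) and alpha-KG (2 mM) added; 80 min at RT, pH 7.5. Remaining NADPH coupled via diaphorase/resazurin to fluorescence (540/590 nm); concentration-response curves normalized to no-enzyme control.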
Pin1 inh = qHTS Assay to Find Inhibitors of Pin1; AID 504891, 2011; hit rate 0.009% among 390,000; Potency, µM (top dose mostly 115 µM), without a hit: top-dose activity, negative = inhibition, actives largely listed as inhibitors; Pin1 FP peptide displacement, HiFluor488, 10 min; active = well fitted inhibition curve with a large enough effect in the polarisation, with a control signal flat, not every such curve was filed as active; inconclusive = small, poorly fitted or top-dose-only effect, or effect the other way, or a change in a side signal; inactive = no such curve, though single readings can be large or run the other way; the % refers to the polarisation; also: potency is read from the fitted curve at half-maximal effect; % is scaled to controls: 0 for no effect and ±100 for the full control effect
TrxR1 inh = qHTS Assay for Inhibitors of Mammalian Selenoprotein Thioredoxin Reductase 1 (TrxR1): qHTS | hit rate 1% among 390,000 | recombinant rTrxR1, NADPH fluorescence consumption, selenite substrate | Potency, µM (highest dose often 114 µM), for the others: top-dose activity change, negative = inhibition, usual class: inhibitors | Thioredoxin reductase 1, cytoplasmic (Rattus norvegicus), O89049; also: potency is read from the fitted curve at half-maximal effect; % is scaled to controls: 0 for no effect and ±100 for the full control effect; nearly all actives have a fitted effect of over 65% in size
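Rat TrxR1 (90 nM in the dispensed reagent) was pre-reduced with 400 uM NADPH for 5 min at room temperature, then incubated with compound for 15 min. After 400 uM selenite was added, NADPH fluorescence (Ex 340/Em 450 nm) was followed for 8 min.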
An asterisk follows results filed as active; i = inactive; ? = inconclusive; / = no result given; & = joins results of further samples; [ ] = dose if it differs, or a comment. Unless noted, calls follow the shape of the dose curve; as a rule, active = well fitted curve in the direction sought with a large enough effect; inconclusive = small, poorly fitted or top-dose-only effect, or another doubt; inactive = no such curve, though single readings can be large; an effect the other way counts as inactive or inconclusive. The list is partial. The share of hits here may be higher or lower than overall.

molecule | HP1b chromo inh | Tb PGK inh | USP1-UAF1 inh | GLS inh | TrxR1 substrate | PI4K2A block | mIDH1 inhibitor | Pin1 inh | TrxR1 inh
COc1cccc(OCCCCN2CCCCC2)c1 | -3% | -8% | 5% | 3% | -5% | 4 | 1% | 1% | 15%
CSc1ncccc1C(=O)Nc1nc2ccc(Oc3ccccc3)cc2s1 | 65%[activator] | / | -22% | 0% | 10% | -4 | 0% | 23% | 41%[activator]
Cc1nn(CC(=O)Nc2cccc(S(N)(=O)=O)c2)c(C)c1[N+](=O)[O-] | 8% | 4% | 2% | 10% | -11% | 2 | 1% | 1% | -10%
O=S(=O)(c1ccccc1)c1cccc(S(=O)(=O)N2CCCCC2)c1 | 64%[activator] | 3% | -20% | 5% | 6% | -2 | 4% | 2% | 23%
O=C(/C=C/c1cccc([N+](=O)[O-])c1)NCCN1CCOCC1 | 22% | -2% | 9% | -1% | -2% | 2 | 0% | -7% | -8%
Cc1ccc(CNc2c(C)c(C)nc3nncn23)cc1 | 35% | 9% | 3% | -13% | 10%[0.457 µM] | 3 | -9% | 6% | 21%[0.457 µM]
Cc1nnc(SCC2=C(C(=O)O)N3C(=O)C(NC(=O)Cc4ccccc4)C3SC2)s1 (centres undefined) | 35% | -17% | -7% | -12% | 2% | -3 | 6% | ? | ?
CCOc1ccc(Cl)cc1CNCCNCCO | 28% | 0% | -7% | -7% | 3% | 16 | -6% | -1% | 5%
CC(=O)Nc1ccccc1NC(=O)c1ccccc1 | 38% | / | -16% | -3% | 6% | -3 | -4% | -2% | 21%
COCCOC(=O)C1=C(C)NC(=O)NC1c1cccc(F)c1 (centres undefined) | 35% | -3% | -5% | -3% | -9% | 5 | 0% | 5% | -15%
Cc1cc(=O)oc(C)c1C(=O)OCC(=O)c1ccccc1 | 16% | -1% | -4% | -19% | 1% | -4 | 7% | 4% | 17%
O=C(Nc1ccccc1C(=O)O)c1cc(S(=O)(=O)NCc2ccccc2)ccc1Cl | 19% | 6% | ? | 9% | 4% | 0 | -3% | -2% | 17%
O=[N+]([O-])c1ccc(NC2CCCCC2)nc1 | 0%[57 µM] | -4% | -17% | -4% | -1%[2.29 µM] | 1 | -3% | 0% | 4%[2.29 µM]
COc1ccc(CCN(Cc2cccs2)S(=O)(=O)c2ccc(S(=O)(=O)N(C)C3CCCCC3)cc2)cc1OC | 29% | -1% | -16% | -1% | -6% | -1 | -2% | 3% | 11%
O=C1c2c(Cl)c(Cl)c(Cl)c(Cl)c2C(=O)N1c1nccs1 | 27% | 5% | -10% | 29% | 11%[57.1 µM] | -3 | 2% | 1% | 6%[57.1 µM]
CN(C)c1ccc(N2[C@@H](CC(=O)O)c3cc(C(F)(F)F)ccc3S2(=O)=O)cc1 | 49%[activator] | -1% | -20% | 36%[activator] | -2%[57.1 µM] | -4 | 13% | -7% | 11%[57.1 µM]
O=S(=O)(Nc1ccccc1F)c1ccc2nsnc2c1 | 29% | -7% | 0% | -2% | -3%[57.1 µM] | 1 | 1% | -5% | 8%
Cc1ccc(-c2nnc(SCC(=O)N3CCCC3)o2)cc1 | 10% | -8% | -6% | 6% | -3% | 12 | 13% | 4% | 1%
CCOC(=O)c1c(N/N=C/c2cccnc2)n[nH]c1C | 39%[activator] | -8% | -18% | 9% | -19% | 0 | -4% | 2% | -20%
Cc1ccc(NC(=O)Cc2cc(C(=O)O)c3ccccc3n2)c(C)c1 | 24% | i | -4% | 14% | -7% | -3 | 8% | 1% | 21%
COc1ccc(CN(C(=O)c2cc(=O)c3ccccc3o2)C2CCS(=O)(=O)C2)cc1 (centres undefined) | 42%[activator] | -3% | -29% | -14% | 4% | -4 | 1% | 0% | 14%
Cc1ccccc1NC(=O)CC(C)S(=O)(=O)c1ccc2c(c1)NC(=O)CO2 (centres undefined) | 50%[activator] | 7% | -6% | 6% | 0% | 3 | -3% | 9% | 13%
Cc1c(N(C)CS(=O)(=O)O)c(=O)n(-c2ccccc2)n1C | 18% | -1% | ? | 43%[activator] | 2% | 0&0 | -8% | 2% | -3%
O=C(Cc1cccs1)Nc1cccc(C(=O)Nc2ccc(C(=O)O)cc2)c1 | 4% | -4% | -3% | -13% | 9% | 1 | 17% | 4% | 29%[57.1 µM]
CCc1ccc(CN2C(=O)c3ccccc3C2C(=O)NC2CCCCCC2)cc1 (centres undefined) | 10% | -10% | ? | 1% | -4% | 1 | -15% | -3% | 7%
O=C(c1ccccc1)c1ccc2nc(N3CCN(C(=O)c4ccco4)CC3)c3nncn3c2c1 | 36% | -10% | ? | -2% | 0% | -1 | 1% | ? | ?
CC(NC(=S)NNS(=O)(=O)c1ccc(C(C)(C)C)cc1)c1ccccc1 (centres undefined) | -6% | -9% | -17% | 20% | 1% | 28 | 4% | 1% | -8%
COc1ccc2cc(CCNC(=O)c3c(-c4ccccc4Cl)noc3C)c(=O)[nH]c2c1 | 29% | 1% | -12% | 2% | -3% | 5 | 1% | 0% | -3%
COc1ccc2[nH]c(C(O)(Cc3cccnc3)Cc3cccnc3)cc2c1 | 6% | 6% | 4% | 74%[activator] | -7% | 0 | -2% | -6% | -6%
CC1CN(C(=O)Nc2ccc(C(=O)NCCc3ccccc3)cc2)c2ccccc2S1 (centres undefined) | 14% | 2% | 3% | -2% | -7% | 3 | 0% | 5% | -7%

Next results.
molecule | HP1b chromo inh | Tb PGK inh | USP1-UAF1 inh | GLS inh | TrxR1 substrate | PI4K2A block | mIDH1 inhibitor | Pin1 inh | TrxR1 inh
Cc1ccc(C(OC(=O)c2ccco2)C(=O)NC2CCCCC2)cc1 (centres undefined) | 27% | -9% | -3% | -1% | 1% | -1 | 5% | -2% | 12%
CCOC(=O)C1=CN(Cc2cccc(F)c2)S(=O)(=O)N(C)C1CCc1ccccc1 (centres undefined) | 56%[activator] | -7% | -7% | -1% | -6% | -1 | 7% | -4% | 2%
CC1c2cc3c(cc2CCN1CC(=O)Nc1ccccc1)OCCCO3 (centres undefined) | 25% | 4% | -11% | 4% | -2%[57.1 µM] | -4 | 2% | -10% | 3%[57.1 µM]
N#C/C(=C/c1cccc(O)c1)C(=O)NCc1ccc(Cl)cc1 | -3% | i | -8% | -17% | -5% | 13 | 1% | -7% | -3%
CN1C(=O)/C(=C/c2ccc(OC(=O)c3ccco3)cc2)SC1=S | 8% | i | -19% | -5% | 3%[57.1 µM] | -4 | -3% | 26% | 29%[57.1 µM]
CCOC(=O)c1ccc(NC(=O)CN2C(=O)C(=O)N(CC(C)C)C2=O)cc1 | 11% | -7% | 2% | -5% | -6% | -1 | -2% | -9% | 4%
O=C(Nc1ccc(-c2nnc(-c3ccccc3)o2)cc1)c1ccc(Br)o1 | -4% | -4% | -18% | -1% | 21%[57.1 µM] | -3 | 7% | 19% | 41%[activator][57.1 µM]
O=C(NCCc1ccc(Cl)cc1)C1CCC(=O)N(C2CCCCCC2)C1 (centres undefined) | 31% | -3% | -15% | 2% | 8% | -4 | 3% | -1% | 12%
Cc1ccc2c(=O)c(C(=O)c3cccc(Cl)c3)cn(CC(=O)NCc3ccc(F)cc3)c2n1 | 19% | -11% | ? | 0% | -1% | 2 | 0% | 35%[activator] | 11%
COc1cccc(CN(C)C(=O)c2ccc(S(=O)(=O)N3CCCC3)cc2)c1OC | 6% | -5% | -2% | 3% | -3% | 3 | 6% | -1% | -14%
COc1ccc(-c2c(C(=O)O)nc3ccccc3c2C(=O)O)cc1 | 2% | -9% | 2% | 2% | -8% | 0 | 12% | -8% | 12%
Cc1ccc(S(=O)(=O)NN=C2C(=O)C3CCC2C3Cl)cc1 (centres undefined) | 49%[activator] | -2% | -21% | 10% | 2%[11.4 µM] | -3 | 0% | 0% | -5%[11.4 µM]
Cc1cccc(C)c1NC(=O)CNC(=O)c1c(-c2ccccc2)noc1C | -4% | -1% | 1% | 4% | 0% | 0 | -13% | 3% | 9%
CCOc1ccc(S(=O)(=O)N2CCC(C(=O)NCc3ccccn3)CC2)cc1C | 15% | -1% | -2% | 0% | 5% | 2 | 9% | 7% | 26%
COc1ccc(OCCNC(=O)C(c2ccccc2)c2ccccc2)cc1 | 29% | -6% | -20% | -1% | -4% | -2 | 1% | 1% | 9%
CC(Sc1nnc(Cc2cccs2)n1C1CC1)C(=O)NC1CCS(=O)(=O)C1 (centres undefined) | 38%[activator] | 1% | -6% | 1% | -9% | -2 | 3% | 0% | -7%
Cc1cc(Cl)ccc1OCCCC(=O)N1CCN(S(=O)(=O)c2ccccc2)CC1 | 37% | 5% | -2% | 0% | -3% | -15 | 3% | 12% | 0%
N#Cc1c2n(c3c(=O)n(Cc4ccccc4)cnc13)CCCC2 | 19% | -10% | -3% | 2% | -5% | -10 | 7% | -3% | 17%
